SKN-1 block: blocks SKN-1 activity in C. elegans; AID 624304; actives 0.49% (n = 360,000); inhibition, % at 21.8 µM; C. elegans VP596 Pgst-4::GFP/RFP ratio, acrylamide-induced, 24 h;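 active = interference check ratio from 0.5 to 1.5 plus GFP to RFP signal ratio inhibition reaching or exceeding a fixed threshold, cut at about 30% in these data, passing the limit was not always enough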; also: some compounds called inactive have numbers as strong as hits
PABP1 MLLE inh: blocks PAM2 peptide binding to the PABP1 MLLE domain | P11940 | GST-MLLE / FITC-PAM2 fluorescence polarization | inhibition, % at 20 µM | actives 0.36% (n = 360,000) | AID 588489; in the data active = inhibition above about 35%, passing the limit was not always enough;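 also: plate controls were DMSO wells with GST-MLLE for no effect and wells lacking GST-MLLE protein for full effect; some results filed as inactive read as strong as hits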
Target sequence (P11940 whole entry, looked up, the tested form may be a part): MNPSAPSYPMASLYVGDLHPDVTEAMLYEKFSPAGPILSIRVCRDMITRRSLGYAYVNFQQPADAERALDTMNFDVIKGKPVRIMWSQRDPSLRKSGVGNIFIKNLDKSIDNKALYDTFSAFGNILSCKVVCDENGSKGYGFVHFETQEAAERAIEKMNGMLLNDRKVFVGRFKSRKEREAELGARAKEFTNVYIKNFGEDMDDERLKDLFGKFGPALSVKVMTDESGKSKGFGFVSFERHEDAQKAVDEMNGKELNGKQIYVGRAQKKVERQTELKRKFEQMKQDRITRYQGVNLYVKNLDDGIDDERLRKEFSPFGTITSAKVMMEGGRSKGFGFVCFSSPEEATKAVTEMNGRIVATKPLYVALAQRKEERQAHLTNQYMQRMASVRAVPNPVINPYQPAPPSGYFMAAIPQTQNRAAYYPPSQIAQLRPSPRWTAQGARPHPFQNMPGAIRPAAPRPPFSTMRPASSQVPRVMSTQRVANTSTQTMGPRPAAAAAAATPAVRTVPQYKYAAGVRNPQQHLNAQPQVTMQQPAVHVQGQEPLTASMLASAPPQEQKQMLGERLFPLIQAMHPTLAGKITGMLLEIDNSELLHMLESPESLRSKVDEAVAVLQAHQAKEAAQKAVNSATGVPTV
MT1-MMP act inh: MT1-MMP (human) activation inhibition; actives 0.061% (n = 360,000); HT1080 RFP-PRO-GFP cells, GFP/RFP ratio fluorescence, overnight; percent of plate control window, DMSO zero; GFP/RFP ratio change, % at 20 µM;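 active = GFP/RFP ratio change of at least 30% with cell ATP level not reduced by more than half and red fluorescence within 50% of control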; also: strong numbers were not always called active
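Assay system – RFP-PRO-GFP reporter HT1080 cells · Compound dosing – single dose of 20 µM compound, 1% DMSO final · Incubation – overnight compound exposure at 37 °C · Measure – GFP/RFP fluorescence ratio · Benchmarks – DMSO wells and RFP-L50D-GFP cells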
Rin1-Abl PPI inh: human Rin1-Abl interaction inhibition; actives 0.4% (n = 360,000); TR-FRET Rin1/Abl binding, biochemical; inhibition, % at 7.35 µM; P00519+Q13671; in the data active = inhibition above about 5%, passing the limit was not always enough
NadD block: inhibitors of Staphylococcus aureus NadD. actives 0.78% (n = 360,000). purified NadD enzyme, colorimetric absorbance read-out. AID 602399. inhibition, % at 20 µM; in the data active = inhibition above about 26%; also: some compounds past the cut are filed as inactive
Neddyl block: inhibitors of human cullin neddylation. calls only at 25 µM. P61081+Q13564. TR-FRET cullin neddylation, biochemical. actives 0.58% (n = 360,000); in the data active = inhibition above about 36%
CSN inh: CSN deneddylation inhibition; Purified CSN, SCF-Nedd8-OG deneddylation, fluorescence polarization; inhibition, % at 12.5 µM; actives 0.38% (n = 360,000);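 active = pattern-corrected inhibition above about 35%, with an unprinted fluorescence ratio check between 0.5 and 1.5, limit read from the data, passing the limit was not always enough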;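 also: 0% = enzyme with substrate and 100% = substrate without enzyme; some results filed as inactive read as strong as hits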
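assay system = purified human Csn5 enzyme expressed in HEK293T cells | amount = 0.24 nM enzyme | buffer or medium = Tris/NaCl/DTT buffer, pH 7.5 | reagent = 10 nM SCFSkp2-Nedd8OG | compound = one concentration, 12.5 µM, 0.25% DMSO | times = 90 min reaction at room temperature | signal = FP | read-out basis = % inhibition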
FAS TE block: inhibitors of human fatty acid synthase thioesterase domain. P49327. recombinant FAS-TE, OMFH fluorogenic substrate, fluorescence endpoint. inhibition, % at 15 µM. actives 0.67% (n = 360,000). AID 602261;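 active = compounds whose normalised, plate-corrected inhibition of enzyme fluorescence in the single-dose primary screen is 50% or more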;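 also: 0% = DMSO with enzyme and 100% = substrate without enzyme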
Rpn11 block: blocks the human proteasome subunit Rpn11; actives 0.59% (n = 360,000); calls only at 20 µM; AID 588493; O00487; human 26S proteasome, Ub4-pepOG fluorescence polarization; 20S core pre-blocked with epoxomicin;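 active = inhibition at 20 µM, scaled to each plate's controls, above about 33%, limit read from the data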
Target sequence (O00487 whole entry, looked up): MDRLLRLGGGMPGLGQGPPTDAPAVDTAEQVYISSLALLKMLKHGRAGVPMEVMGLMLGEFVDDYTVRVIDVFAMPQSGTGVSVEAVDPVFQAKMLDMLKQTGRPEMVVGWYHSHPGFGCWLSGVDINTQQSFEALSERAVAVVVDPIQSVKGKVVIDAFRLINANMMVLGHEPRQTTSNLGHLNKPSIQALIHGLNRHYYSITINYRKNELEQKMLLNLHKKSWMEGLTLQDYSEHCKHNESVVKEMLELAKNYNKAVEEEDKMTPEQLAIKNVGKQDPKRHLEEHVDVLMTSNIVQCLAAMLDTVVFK
Active calls of the source: *; i = inactive; x = no result given; + = active, no number. Rows were taken by chance. Share with any hit: about 3.9%.

nr	Structure	SKN-1 block	PABP1 MLLE inh	MT1-MMP act inh	Rin1-Abl PPI inh	NadD block	Neddyl block	CSN inh	FAS TE block	Rpn11 block
1	COC(=O)CCNC(=O)CCc1ccc(S(=O)(=O)N2CCCCCC2)cc1	17	3	1	0	2	i	1	-7	i
2	Cc1c(NN=C(C#N)C#N)c(=O)n(-c2ccccc2)n1C	-12	32	-1	3	5	i	-1	-4	i
3	CCOc1ccc(C(C)NC(=O)Cc2ccccc2)cc1OCC (stereo not drawn)	11	4	1	0	0	i	-15	-11	i
4	COc1ccc(N2CC(C(=O)Nc3ccccc3C(=O)NC3CC3)CC2=O)cc1 (stereo not drawn)	3	2	2	-1	-1	i	2	-3	i
5	COc1ccc(-c2nc(N)c(C#N)c(-c3cccnc3)c2C)cc1	11	-8	0	-1	-5	i	112	1	i
6	Cc1cc(S(=O)(=O)Nc2ccc(N3CCOCC3)cc2)ccc1Br	5	2	4	2	3	i	5	10	i
7	CC1=NN(C(N)=S)C(=O)C1N=Nc1ccccc1O (stereo not drawn)	-7	9	8	5	5	i	-1	-4	i
8	O=C(Cn1ncc2c(=O)oc3ccccc3c21)NC1CC1	-27	-8	1	3	-4	i	-1	-12	i
9	COc1ccc([C@H]2[C@H](C(C)=O)N3N=Cc4ccccc4C3C23C(=O)OC(C)(C)OC3=O)cc1 (stereo partly drawn)	13	15	-3	-2	-2	i	2	-5	i
10	Cc1ccc(Cl)cc1N1CCN(S(=O)(=O)c2c(C)[nH]c(C)c2C(=O)N2CCCC2)CC1	-1	4	-1	-2	-3	i	0	6	i
11	O=C(Nc1ccc(-c2nc3ccccc3[nH]2)cc1)c1cccc(N2C(=O)CCC2=O)c1	14	-1	7	-1	1	x	-12	-3	i
12	CN(C)CCN(C(=O)C1CCN(S(=O)(=O)c2cccs2)CC1)c1nc2ccccc2s1	-7	11	1	2	-2	i	3	18	i
13	Cc1ccc(C(C)NC(=O)COC(=O)C2=COCCO2)cc1C (stereo not drawn)	7	-9	0	-3	3	i	0	-4	i
14	COc1cccc(NC(=O)N2C3CCCC2CC(NC(C)=O)C3)c1 (stereo not drawn)	33	5	3	0	0	i	2	-4	i
15	COC(=O)C[C@H]1C[C@H]2c3cc(NS(=O)(=O)c4cccc(OC)c4)ccc3O[C@H]2[C@@H](CO)O1	10	10	6	-2	3	i	-2	-7	i
16	O=C(O)C1CC=CCC1C(=O)Nc1ccc(F)c(F)c1 (stereo not drawn)	-20	11	4	-1	5	i	18	-7	i
17	CC(C)OP(=O)(OC(C)C)C1(O)C(=O)Nc2ccc(Br)cc21 (stereo not drawn)	-5	-11	-2	-1	-2	i	-1	-8	i
18	COc1ccc(-c2c(-c3ccc(OCC(=O)NN)cc3O)n[nH]c2C)cc1OC	3	-20	0	-1	5	i	-6	-57	i
19	Cc1c(C(=O)O)c(=O)n(-c2ccccc2)n1-c1ccccc1	-11	-7	0	-4	-15	i	8	-7	i
20	CCCN1C(=O)c2ccc(C(=O)NC3=NCCS3)cc2C1=O	-3	3	1	0	-2	i	-2	-8	i
21	Cc1ccc(N2Cc3ccccc3C2=S)cc1	12	14	3	-1	-5	i	-2	5	i
22	O=c1c2ccccc2nc(/C=C/c2ccc(Br)cc2)n1CCO	-4	2	5	-2	-5	i	3	4	i
23	COc1ccc(CCNc2ccc([N+](=O)[O-])cn2)cc1	-26	-12	1	-2	-12	i	5	14	i
24	COc1ccc(CCNC(=O)CSc2nnc3c(n2)[nH]c2ccc(F)cc23)cc1OC	7	-6	-2	1	-2	i	3	-3	i
25	CCCc1nc(SCC(=O)N2c3ccccc3CC2C)c2c(C)c(C)sc2n1 (stereo not drawn)	10	-6	-5	4	9	i	-3	27	i
26	Cc1cccc(N(C)C(=S)Oc2ccc3ccccc3c2)c1	4	1	-3	2	-2	i	2	25	i
27	Cc1ccccc1OCC(=O)OCC(=O)NC1CC1	-7	-2	5	1	-1	i	-2	-4	i
28	Cc1sc2ncnc(OCC(=O)Nc3ccc4c(c3)OCCO4)c2c1C	11	-14	1	-4	0	i	3	1	i
29	O=C(c1ccc(Cl)c(S(=O)(=O)Nc2ccccc2C(=O)N2CCc3ccccc3C2)c1)N1CCc2ccccc2C1	9	4	14	1	47*	i	0	38	i
30	CCc1ccc(S(=O)(=O)NCc2cn3cccc(C)c3n2)s1	-2	3	-2	-2	-5	i	-2	-3	i

A different layout for part of the listing above.
The line under a structure holds: SKN-1 block | PABP1 MLLE inh | MT1-MMP act inh | Rin1-Abl PPI inh | NadD block | Neddyl block | CSN inh | FAS TE block | Rpn11 block
(21) Cc1ccc(N2Cc3ccccc3C2=S)cc1
→ 12 | 14 | 3 | -1 | -5 | i | -2 | 5 | i
(22) O=c1c2ccccc2nc(/C=C/c2ccc(Br)cc2)n1CCO
→ -4 | 2 | 5 | -2 | -5 | i | 3 | 4 | i
(23) COc1ccc(CCNc2ccc([N+](=O)[O-])cn2)cc1
→ -26 | -12 | 1 | -2 | -12 | i | 5 | 14 | i
(24) COc1ccc(CCNC(=O)CSc2nnc3c(n2)[nH]c2ccc(F)cc23)cc1OC
→ 7 | -6 | -2 | 1 | -2 | i | 3 | -3 | i
(25) CCCc1nc(SCC(=O)N2c3ccccc3CC2C)c2c(C)c(C)sc2n1 (stereo not drawn)
→ 10 | -6 | -5 | 4 | 9 | i | -3 | 27 | i
(26) Cc1cccc(N(C)C(=S)Oc2ccc3ccccc3c2)c1
→ 4 | 1 | -3 | 2 | -2 | i | 2 | 25 | i
(27) Cc1ccccc1OCC(=O)OCC(=O)NC1CC1
→ -7 | -2 | 5 | 1 | -1 | i | -2 | -4 | i
(28) Cc1sc2ncnc(OCC(=O)Nc3ccc4c(c3)OCCO4)c2c1C
→ 11 | -14 | 1 | -4 | 0 | i | 3 | 1 | i
(29) O=C(c1ccc(Cl)c(S(=O)(=O)Nc2ccccc2C(=O)N2CCc3ccccc3C2)c1)N1CCc2ccccc2C1
→ 9 | 4 | 14 | 1 | 47* | i | 0 | 38 | i
(30) CCc1ccc(S(=O)(=O)NCc2cn3cccc(C)c3n2)s1
→ -2 | 3 | -2 | -2 | -5 | i | -2 | -3 | i

Next structures
nr	Structure	SKN-1 block	PABP1 MLLE inh	MT1-MMP act inh	Rin1-Abl PPI inh	NadD block	Neddyl block	CSN inh	FAS TE block	Rpn11 block
31	C=C(C)COc1ccc(-c2[nH]ncc2Oc2ccc(OC)cc2)c(O)c1	7	-4	4	2	-6	i	-3	-136	i
32	c1ccc(COc2ccc(CNCc3cccnc3)cc2)cc1	0	10	2	2	4	i	-12	-6	i
33	CCc1ccc2oc(-c3ccc(N)cc3)nc2c1	40*	-36	-2	0	-1	x	3	9	i
34	C/C(=N\O)c1ncc(C(F)(F)F)cc1Cl	-1	4	0	-3	1	i	-6	-5	i
35	CCN1CCN(c2ccc(N3CCN(S(=O)(=O)c4ccc(C)c([N+](=O)[O-])c4)CC3)nn2)CC1	23	10	-4	-4	-2	i	8	2	i
36	COc1ccc(NS(=O)(=O)c2ccc(O)c(NC(=O)c3ccc(S(=O)(=O)N4CCCCCC4)cc3)c2)cc1	11	-1	1	-2	29	i	11	-33	i
37	COCCNC(=O)C(=O)Nc1ccc(Cl)cc1C	-12	8	7	1	1	i	9	-2	i
38	O=c1nc(N2CCCC2)nc(Nc2ccccc2)[nH]1	7	-4	0	0	-3	i	0	-2	i
39	COc1ccc(CCNc2oc(-c3ccc(OC)c(OC)c3)nc2P(=O)(OC)OC)cc1OC	4	13	0	1	1	x	3	-12	i
40	CCOc1ccc(NC(=O)Nc2cc(C(=O)O)ccc2N2CC3CC(C2)c2cccc(=O)n2C3)cc1 (stereo not drawn)	7	17	1	-1	0	i	-1	-5	i
41	Cc1ccc(C)c(OCC(=O)NNC(=O)CSC(=S)N2CCCC2)c1	-9	-22	-2	-2	-1	i	2	-8	i
42	CCC1(c2ccc(F)cc2)NC(=O)N(CC(=O)N(CCC#N)c2ccccc2)C1=O (stereo not drawn)	-16	0	-1	6	3	i	1	-6	i
43	CCC(C)(C)NC(=O)CN(C(=O)CCC(=O)Nc1nccs1)c1cccc(C)c1	4	12	0	1	-1	i	2	-3	i
44	CCOC(=O)C1CCN(C(=O)C2CCC(=O)N(Cc3cccc(C(F)(F)F)c3)C2)CC1 (stereo not drawn)	9	3	-2	0	-2	i	-3	-2	i
45	Cc1ccccc1COc1ccc(-c2nnn(CC(=O)O)n2)cc1	17	-39	-2	-1	4	i	3	-1	i
46	O=C(Nc1ccc(F)c(F)c1)C1CCCCC1	13	-3	4	1	-2	i	1	-6	i
47	Nc1ncnc2c1ncn2CCN1CCCCC1	-20	-1	9	0	3	i	3	-6	i
48	O=C1OC(C(=O)O)Cc2ccccc21 (stereo not drawn)	12	4	2	0	-1	i	0	-6	i
49	N=c1c(C(=O)NC2CCCC2)cc2c(=O)n3ccccc3nc2n1C1CCCCC1	-2	2	3	-1	-12	x	8	-1	i
50	O=C(CNC(=O)c1ccccc1C(=O)O)c1ccccc1	7	9	0	-4	-5	i	1	-4	i
51	CCOC(=O)N1CCC(N2Cc3cccc(C(=O)NC(C)c4ccc5c(c4)OCCO5)c3C2=O)CC1 (stereo not drawn)	-8	-3	0	-1	-3	i	-2	3	i
52	COc1ccccc1NS(=O)(=O)c1cccc2cccnc12	5	1	-1	-5	0	i	-2	-2	i
53	COc1ccc(CN2CCN(C(C)C)C(CCO)C2)cc1Cn1cncn1 (stereo not drawn)	-3	-13	-1	0	-1	i	3	-4	i
54	COc1ccccc1C1CC(c2ccccc2)=NN1S(=O)(=O)c1ccccc1 (stereo not drawn)	5	-6	-10	-6	-4	i	0	19	i
55	Cc1cccc(CN2C(=O)c3ccccc3S(=O)(=O)c3ccc(C(=O)NCCCN4CCCC4)cc32)c1	-4	-5	-6	3	2	i	3	-10	i
56	CCOC(=O)c1c(N)sc(C(O)(C(F)(F)F)C(F)(F)F)c1-c1ccc(OC)cc1OC	6	14	-8	3	0	i	1	12	i
57	O=C(CCC(=O)N1CCOc2ccc(Cl)cc21)NCCCN1CCOCC1	2	3	-5	0	8	i	-5	-8	i
58	Cc1ccn2c(=O)c(C(=O)NC3CCCCC3C)c(O)nc2c1 (stereo not drawn)	1	4	2	0	7	+	-1	-6	i
59	O=C(c1ccccc1)c1nccc2ccccc12	8	5	3	0	-3	i	-2	-4	i
60	CCNC(=S)NNc1nc(N2CCOCC2)nc(N2CCOCC2)n1	0	-99	3	-3	-1	i	2	-4	i
61	CC(=O)OCC(=O)Nc1ccccc1C	-2	-18	0	-1	7	i	1	-3	i
62	CC(C)NC(=O)CS(=O)(=O)c1ccccc1	6	8	-1	0	-3	i	-1	-13	i
63	Cc1ccc(-c2nc3c(C)cc(Br)cn3c2Cc2ccccc2)cc1	9	x	0	x	18	i	-3	21	x
64	COC(=O)c1sccc1NC(=O)c1c(C)cc(=O)oc1C	3	-7	6	-2	6	i	-1	-4	i

Compound activity: PubChem BioAssay, several laboratories
